Assay outcomes: PubChem, The Scripps Research Institute Molecular Screening Center
OXTR potentiator: human OXTR potentiation | P30559 | CHO-OTR cells, Fluo-8 calcium fluorescence, potentiator mode; 0% = oxytocin EC15, 100% = EC100 | activation, % at 3 µM | 320,000 tested, 0.061% active | AID 2445;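 active means activation above that plate's cutoff, the mean activation of tested compounds plus 3 SD, cut at about 6.6% in these data, passing the limit was not always enough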;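 further: 100% uses oxytocin at 75 nM as the full agonist control; some results filed as inactive read as strong as hits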
Target sequence (P30559 whole entry, looked up): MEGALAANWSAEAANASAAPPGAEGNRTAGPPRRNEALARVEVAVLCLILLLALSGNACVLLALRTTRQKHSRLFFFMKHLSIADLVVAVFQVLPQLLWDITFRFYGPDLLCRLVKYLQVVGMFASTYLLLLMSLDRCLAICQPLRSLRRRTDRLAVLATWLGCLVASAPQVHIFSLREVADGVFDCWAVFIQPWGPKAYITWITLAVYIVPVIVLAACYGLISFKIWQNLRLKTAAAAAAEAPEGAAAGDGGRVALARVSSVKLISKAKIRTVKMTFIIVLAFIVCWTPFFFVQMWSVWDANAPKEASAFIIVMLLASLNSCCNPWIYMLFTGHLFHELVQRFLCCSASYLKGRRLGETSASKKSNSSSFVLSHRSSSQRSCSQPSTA
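Measured by – Fluo-8 calcium dye fluorescence · Test system – human OTR in CHO cells · Dosing – one concentration, 3.0 µM compound · Controls – EC15 oxytocin alone as 0%, 75 nM oxytocin as 100% · Evaluation – normalized max/min fluorescence ratio, % activation · Timing – 6 min pre-incubation, 100 s read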
M1 antag: blocks human M1 muscarinic receptor; P11229; CHO-K1 hM1, Fluo-8 calcium fluorescence, ACh EC80 antagonist; inhibition, % at 3 µM; 360,000 tested, 1.3% active;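 active means percent inhibition above its own plate's cutoff, namely the mean of that plate's compound wells plus 3 SD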;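 further: peak over basal fluorescence ratio during 140 s after agonist addition; 0% = ACh EC80 plus DMSO and 100% = DMSO alone without agonist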
TAAR1 antag: antagonists of human TAAR1; CHO RD-HGA16 TAAR1, Fluo-8 calcium fluorescence, antagonist; Q96RJ0; inhibition, % at 3 µM; 360,000 tested, 1.5% active;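 active means inhibition above a per-plate cutoff, the mean inhibition of test compounds on that plate plus 3 SD, cut at about 49% in these data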;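 further: 0% = DMSO plus EC80 beta-PEA response and 100% = DMSO alone without agonist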
Target sequence (Q96RJ0 whole entry, looked up): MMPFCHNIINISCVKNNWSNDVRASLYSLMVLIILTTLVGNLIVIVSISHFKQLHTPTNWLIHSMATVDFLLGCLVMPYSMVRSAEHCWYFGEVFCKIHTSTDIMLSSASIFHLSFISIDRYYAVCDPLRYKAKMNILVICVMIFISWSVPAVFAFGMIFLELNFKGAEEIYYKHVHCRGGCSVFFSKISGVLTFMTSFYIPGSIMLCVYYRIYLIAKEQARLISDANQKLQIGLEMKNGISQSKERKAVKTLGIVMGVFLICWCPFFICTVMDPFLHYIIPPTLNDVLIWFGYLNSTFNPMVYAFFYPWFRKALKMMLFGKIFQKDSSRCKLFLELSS
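Material: CHO RD-HGA16 cells bearing hTAAR1; compound dosing: one-point dosing, 3 µM nominal final; schedule: dye loading 75 min at 37 °C, then 30 min room temperature; measured by: calcium fluorescence with Fluo-8; control set: vehicle and agonist controls; replication: n of 1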
M1 PAM: positive allosteric modulators of human M1 muscarinic receptor; CHO-K1 hM1, Fluo-8 calcium fluorescence, ACh EC20; 0% = ACh EC20, 100% = maximal ACh; activation, % at 3 µM; 360,000 tested, 0.088% active; in the data active means activation above about 19%, passing the limit was not always enough
V1R ag counter: activates human V1a receptor in oxytocin agonist counter-screen; P37288; activation, % at 3 µM; 320,000 tested, 0.25% active; CHO-V1R cells, Fluo-8 calcium fluorescence, agonist mode; 0% DMSO, 100% 3 nM vasopressin; AID 2797;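 active means activation above the mean activation of all tested compounds plus 3 SD, per screening run, cut at about 20% in these data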;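 further: signal is peak over basal fluorescence ratio across a 100 second FLIPR read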
OXTR ag: activates the human oxytocin receptor; P30559; CHO-OTR cells, Fluo-8 calcium fluorescence; normalized: DMSO 0%, oxytocin 100%; activation, % at 3 µM; 320,000 tested, 0.32% active; AID 2435;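 active means activation above the mean of all tested compounds plus 3 SD, cutoff set per screening run, cut at about 20% in these data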;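 further: peak over basal fluorescence ratio from a 100 s FLIPR kinetic read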
TAAR1 ag: agonists of human TAAR1. Q96RJ0. CHO RD-HGA16 TAAR1, Fluo-8 calcium fluorescence; vehicle wells 0%, saturating PEA agonist 100%. activation, % at 3 µM. 360,000 tested, 0.99% active. AID 624467;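 active means activation above the mean activation of all test compounds in the run plus 3 SD, cut at about 38% in these data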
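System: CHO-derived RD-HGA16 cells with stable Gα16 and human TAAR1 / Times: 17-24 h plating, Fluo-8 75 min 37 °C, 30 min RT / Technique: calcium-sensitive Fluo-8 signal, excitation 470-495, emission 515-575 nm / Measure: % activation relative to PEA EC100 response / Benchmarks: DMSO and PEA EC100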
M1 ag: agonists of human M1 muscarinic receptor; CHO-K1 hM1, Fluo-8 calcium fluorescence, agonist mode; 0% DMSO, 100% acetylcholine EC100; activation, % at 3 µM; 360,000 tested, 0.33% active;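 active means activation above the run's mean compound activation plus 3 SD, cut at about 16% in these data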;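 further: peak over basal fluorescence ratio within a 140 s kinetic read after compound addition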
CHO parental Ca: counter-screen: ATP calcium response change in parental CHO cells. inhibition, % at 5.6 µM. parental CHO-K1, ATP-induced calcium, Fluo-8 fluorescence. 330,000 tested, 0.63% active. AID 463079;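 active means inhibition above that plate's mean sample inhibition plus 3 SD, cut at about 26% in these data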;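 further: 0% = ATP-challenged DMSO wells and 100% = DMSO wells without ATP; some compounds past the cut are filed as inactive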
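Assay system: parental CHO cells; Read-out basis: percent inhibition of ATP-evoked calcium rise, normalized to controls; Benchmarks: ATP and no-ATP DMSO wells; Compound dosing: single nominal dose of 5.6 µM per compound; Signal: Fluo-8 calcium dye fluorescence; Also added: ATP as calcium-mobilizing challenge; Repeats: singlicate.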
The depositor's hits bear a star; / = no result given.

SMILES	OXTR potentiator	M1 antag	TAAR1 antag	M1 PAM	V1R ag counter	OXTR ag	TAAR1 ag	M1 ag	CHO parental Ca
Cc1ccc(C2CC2C(=O)NN)cc1 (configuration not stated)	-6.8	-11.2	-25.4	4.6	-0.6	-1.8	1.3	-5.7	-14.9
O=c1cc(CSc2ccccc2)[nH]c(=S)[nH]1	-7.8	-16.8	-12.9	10.8	1.3	-0.1	2.5	-1.7	-3.8
Cc1cc(C)cc(CC(=O)N2CCC2(C)C(=O)NS(=O)(=O)c2cc(C)ccc2F)c1 (configuration not stated)	/	-12.8	10.5	10.8	/	/	2.4	-1.7	/
OCCCCCNc1ncnc2ccccc12	-23.1	13.9	9.1	-6.0	7.3	7.8	13.7	0.1	18.5
COC(=O)CSc1nnc(CNC(=O)c2ccccc2OC)n1-c1ccc(OC)cc1	-3.5	9.3	/	-4.1	-0.3	-0.1	/	2.6	-10.1
c1ccc(-c2ccc(C3=Nn4c(Cn5nnc6ccccc65)nnc4SC3)cc2)cc1	-7.4	-0.1	25.9	4.9	0.8	-0.1	3.8	-3.0	-13.7
CC1=CCC2(CO)COC(c3ccccc3O)C1C2 (configuration not stated)	1.1	4.5	-3.4	-0.9	0.9	0.6	7.5	-2.2	-7.8
CCCc1cc(C(N)=O)c(NC(=O)C2CCCO2)s1 (configuration not stated)	-6.3	17.4	-0.3	-2.6	0.4	-0.9	10.7	-5.0	-9.2
COc1ccccc1NC(=O)CCSc1nnc(-c2ccncc2)o1	-1.8	-20.5	-6.8	14.4	0.1	0.3	0.7	-4.4	4.6
COc1cccc(NC(=O)CN(C)C(=O)c2cc(-c3cccc(Br)c3)nc3ccccc23)c1	-12.6	24.7	79.2*	-7.7	-0.4	-1.1	9.8	-1.6	11.3
Cc1ccc(CN2CC(C(=O)N3CCN(S(=O)(=O)c4cc(C)ccc4C)CC3)CC2=O)cc1 (configuration not stated)	-12.3	-20.6	-5.7	14.9	3.6	1.1	3.0	-1.6	-11.0
COc1ccc(NC(=O)CN2C(=O)NC(C)(c3ccccc3)C2=O)c(OC)c1 (configuration not stated)	-4.7	-0.2	21.0	2.8	0.9	2.2	6.4	-2.5	-3.9
COc1ccc(C2C(C#N)=C(N)Nc3onc(C(C)(C)C)c32)c(OC)c1 (configuration not stated)	-0.9	-8.8	0.1	11.3	0.9	-1.8	0.7	-7.0	-21.0
CC(/C=C/C1[C@H](C)C[C@H](O[C@@H]2O[C@H](CO)[C@@H](O)[C@H](O)[C@H]2O)CC1(C)C)O[C@H]1O[C@H](CO)[C@@H](O)[C@H](O)[C@H]1O (some centres not stated)	-3.3	-19.4	-5.8	11.8	0.9	0.9	0.9	-1.6	-3.9
COc1ccc(CCN(C)S(=O)(=O)c2cn(C)c(=O)n(C)c2=O)cc1OC	-5.0	-0.7	-4.7	3.1	0.8	1.0	1.8	-0.9	-19.7
CCC(CC)NC(=O)CO/N=C/c1ccc(Cl)cc1Cl	-6.7	6.7	-7.5	-0.8	-1.5	-2.6	0.1	-5.4	2.9
CC(=O)c1nccs1	3.4	-12.1	/	7.3	0.5	2.0	/	-0.9	-4.2
N#Cc1ccc(-c2csc(NC(=O)/C=C/c3cccs3)n2)cc1	-1.8	-4.4	61.2*	5.4	1.4	-0.7	2.9	-10.4	-19.5
CC(Nc1nc(-c2ccccc2O)nc2ccccc12)c1ccccc1 (configuration not stated)	-1.7	2.7	-43.6	-1.4	1.8	0.5	-1.0	-2.6	0.2
Cc1ccc(NC(=O)CN2CCCC2)cc1	-5.4	-1.6	-47.7	3.3	1.1	1.7	2.6	-3.3	-6.7

TAAR1 antag, entries above that show a hit.
| Compound | M1 antag | TAAR1 antag | M1 PAM | TAAR1 ag | M1 ag |
| --- | --- | --- | --- | --- | --- |
| COc1cccc(NC(=O)CN(C)C(=O)c2cc(-c3cccc(Br)c3)nc3ccccc23)c1 | 24.7 | 79.2* | -7.7 | 9.8 | -1.6 |
| N#Cc1ccc(-c2csc(NC(=O)/C=C/c3cccs3)n2)cc1 | -4.4 | 61.2* | 5.4 | 2.9 | -10.4 |

The main list resumes, repeating the 2 entries before the break.
SMILES	OXTR potentiator	M1 antag	TAAR1 antag	M1 PAM	V1R ag counter	OXTR ag	TAAR1 ag	M1 ag	CHO parental Ca
CC(Nc1nc(-c2ccccc2O)nc2ccccc12)c1ccccc1 (configuration not stated)	-1.7	2.7	-43.6	-1.4	1.8	0.5	-1.0	-2.6	0.2
Cc1ccc(NC(=O)CN2CCCC2)cc1	-5.4	-1.6	-47.7	3.3	1.1	1.7	2.6	-3.3	-6.7
O=c1[nH]c(-c2ccccc2)nn1-c1ccc(Br)cc1Br	-3.5	-10.5	-5.7	8.5	2.0	2.4	6.2	0.6	-19.6
C=CCNC(=O)CN(CCc1ccccc1)S(=O)(=O)c1ccccc1	-13.9	-2.9	-6.4	3.4	0.1	-2.1	-1.4	-6.8	-15.1
CN(C)c1ccc2cc(S(=O)(=O)O)cc(O)c2c1	/	-23.1	-6.7	10.1	/	/	1.0	0.6	/
COc1ccccc1C(=O)OCn1nnc2ccccc2c1=O	-6.0	-1.8	-14.0	-0.3	0.5	0.1	2.2	-1.7	-8.8
CC1(C(=O)NS(=O)(=O)C2CC2)CCCN(C(=O)/C=C/c2ccccc2)C1 (configuration not stated)	/	-3.6	-2.9	2.4	/	/	2.7	-1.4	/
CCOc1ccc(CCNC(=O)COC(=O)c2cccc(S(=O)(=O)N3CCCC3)c2)cc1OCC	-1.9	-9.7	-4.8	3.7	-1.1	-0.2	-1.1	-6.7	-21.8
O=C(Nc1ccc(Br)cc1)c1cccc2c1C(=O)N(C1CCCCC1)C2	-7.7	-17.9	-25.2	7.9	0.5	-1.1	0.5	-2.2	-2.2
O=C(Cc1ccccc1[N+](=O)[O-])NNC(=O)Nc1ccc2c(c1)OCO2	-6.6	-9.2	-2.6	7.2	0.5	-0.2	0.5	-1.6	-6.1
O=C(c1cccs1)N1CCN(C23CC4CC(CC(C4)C2)C3)CC1	-11.4	72.0*	1.6	-23.1	0.4	0.1	2.4	-5.9	-0.9
COC(=O)c1ccc(NC(=O)CSc2nnc(Cc3cccn3C)n2-c2ccc(F)cc2)cc1	0.4	0.1	-32.6	2.5	-0.3	-0.8	4.0	-2.2	-17.8
Cc1cc(NC(=O)C2CCCO2)ccc1Br (configuration not stated)	-2.5	-9.9	-6.7	10.9	-1.1	-0.3	0.0	-12.2	4.0
COc1ccc2cc(C(=O)/C=C/c3cc(OC)c(OC)c(OC)c3)ccc2c1	-14.2	-3.6	16.0	12.6	2.7	2.2	3.3	-2.6	-18.6
CCOC(=O)C1CCCN(C(=O)c2cc(S(=O)(=O)N(C)C)ccc2N2CCCC2)C1 (configuration not stated)	-3.8	-7.5	-8.1	-1.1	-1.2	-0.1	0.5	5.5	-7.9
CC1(C)CC(=O)/C(=C(\O)CCCN2C(=O)c3ccccc3C2=O)C(=NCC(=O)O)C1	-16.2	-10.2	0.1	11.7	2.6	0.4	5.7	-6.7	2.0
CCc1ccccc1NC(=S)NC1CC2CCC(C1)N2Cc1ccc(F)cc1 (configuration not stated)	-6.9	3.2	-1.5	-2.8	2.3	0.7	9.0	-4.8	-24.4
COc1ccc(C(C)NC(=O)c2ccc(Cl)cc2)cc1OC (configuration not stated)	6.0	-1.4	-19.2	-0.8	0.1	0.8	6.5	-3.1	-5.2
O=C(/C=C\c1cccs1)N1CCN(Cc2ccc3c(c2)OCO3)CC1	-17.5	-0.1	1.0	8.4	1.0	-1.0	7.0	-11.5	-13.1
COc1cc(/C=C2/SC(=S)N(Cc3ccccc3)C2=O)cc(OC)c1O	-8.9	30.7*	9.0	-1.0	15.3	23.8*	25.3	24.3*	27.6
COC(=O)c1cc(CSc2ncnc3sccc23)oc1C	-5.1	6.4	42.2	-5.5	-0.2	0.2	3.7	-3.7	-20.9
CC(O)(c1cccnc1)c1nc(-c2ccc(S(C)(=O)=O)cc2)cs1 (configuration not stated)	/	-17.2	-8.4	7.5	/	/	1.3	-1.3	/

Individual results from the results shown.
M1 ag result of c1ccc(-c2ccc(C3=Nn4c(Cn5nnc6ccccc65)nnc4SC3)cc2)cc1 : -3.0
M1 PAM result of O=C(/C=C\c1cccs1)N1CCN(Cc2ccc3c(c2)OCO3)CC1 : 8.4
TAAR1 ag result of CC(Nc1nc(-c2ccccc2O)nc2ccccc12)c1ccccc1 (configuration not stated) : -1.0

The results go on.
SMILES	OXTR potentiator	M1 antag	TAAR1 antag	M1 PAM	V1R ag counter	OXTR ag	TAAR1 ag	M1 ag	CHO parental Ca
Cc1cc(NC(=O)CN2C(=O)NC(C)(c3ccccc3)C2=O)no1 (configuration not stated)	-4.9	0.0	5.5	0.7	0.2	1.0	14.3	-1.8	-2.5
Cc1cccc(OC(C)C(=O)Nc2nc(-c3cccnc3)cs2)c1 (configuration not stated)	/	0.9	31.7	-10.0	/	/	6.7	-2.7	/
Nc1c(Cl)ncnc1NCC(O)CO (configuration not stated)	-6.0	-11.2	-16.1	8.4	-1.4	0.0	5.0	-3.6	-9.8
CCOc1ncccc1C(=O)OCC(=O)Nc1cccc(S(=O)(=O)N2CCCCCC2)c1	-12.0	21.5	63.8*	-15.7	7.2	11.0	10.7	0.9	2.9
COc1cccc(CNC(=O)CN(C)S(=O)(=O)c2cccc3cccnc23)c1	-2.7	-6.1	-16.8	2.6	-0.1	-0.4	1.4	-1.1	-12.6
CCOc1ccc(N/C(N)=N/c2nc(CSc3nnnn3-c3ccccc3)cc(=O)[nH]2)cc1	-3.5	-8.1	-14.5	4.5	-0.1	-0.6	0.2	-1.7	-14.3
COc1cc(C(C(=O)Nc2c(C)cccc2C)N(C)C(=O)c2ccc(-n3cnnn3)cc2)ccc1O (configuration not stated)	-18.9	-17.6	-10.8	15.2	-0.3	-1.2	1.1	-1.6	-3.0
CC(NC(=O)c1cccc(F)c1)C1CC2CCC1C2 (configuration not stated)	-0.4	-7.6	-16.8	12.6	-2.4	-3.2	2.0	-3.1	-28.5
Cc1ccc(C(C(=O)NCc2ccco2)N(C(=O)Cn2nnc3ccccc32)c2ccccc2)o1 (configuration not stated)	1.2	-25.1	11.6	2.1	0.4	-1.2	12.9	-3.8	-39.0
O=C(Nc1cccc(F)c1)N1CCc2nc(NCc3cccc(Oc4ccccc4)c3)ncc2C1	/	-3.4	26.0	-4.5	/	/	1.6	-4.7	/
CCOC(=O)C1CCCN(C(=O)Cc2c(F)cccc2Cl)C1 (configuration not stated)	9.9	-10.0	-4.8	5.5	1.1	-0.7	10.6	-4.0	-11.1

Random draw from the library; any-hit rate near 3.7%.
